eIF2B yeast act – eIF2B (yeast) activity modulation. S. cerevisiae eIF2B-epsilon R284H, GCN4-lacZ luminescence. inhibition, % at 25 µM (by protocol). hit rate 0.91% among 27,000;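 active = mutant luminescence inhibited past about 50% while wild type luminescence and mutant growth stay under set limits, limit read from the data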; also: some compounds called inactive have numbers as strong as hits
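Assay system: yeast eIF2B-epsilon R284H mutant carrying GCN4–beta-galactosidase fusion / Buffer or medium: YPD / Incubation: 16 h growth with compound at 30 °C, 90 min Beta-Glo step / Detection: Beta-Glo luminescence after Z-buffer lysis, growth by 595 nm absorbance / Read-out: % inhibition of reporter signal and growth versus controls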
Yeast tox – Inhibitors of S. cerevisiae growth, toxicity | S. cerevisiae wild-type growth, A595 turbidity, 16 h | hit rate 0.3% among 30,000 | growth inhibition, % at 25 µM (by protocol);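 active = mutant and wild-type yeast strains alike exhibit over 30% growth inhibition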;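 also: 0% = untreated cell controls and 100% = YPD media blanks without cells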
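system = S. cerevisiae wild-type or eIF2Bepsilon-R284H mutant strain | buffer or medium = YPD medium | dosing = one dose, 25 µM compound, 0.2% DMSO | schedule = 16 h at 30 °C | measured by = A595 turbidity | evaluation = growth inhibition (%) versus cell controls and blanks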
Yeast tox inhibition % – also measured in Yeast tox; calls as there; growth inhibition, %; S. cerevisiae eIF2Bepsilon-R284H mutant growth, A595 turbidity, 16 h;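 each compound tested once at 25 µM; 0% equals untreated cells and 100% equals cell-free medium blanks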
eIF2B yeast act mutant toxicity – further read-out of eIF2B yeast act, marked with its call; growth inhibition, %; measured here: mutant yeast growth, toxicity;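 each compound tested once at 25 µM; zero equals untreated control growth and 100 equals blank medium absorbance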
* marks the source's active call; other numbers are inactive results; nt = not tested or not shown. An excerpt, so the mix of outcomes need not match the whole.

SMILES	eIF2B yeast act	eIF2B yeast act mutant toxicity	Yeast tox	Yeast tox inhibition %
COc1ccc(C(=O)Cn2c3ccccc3n3nc(CCC(=O)O)c(=O)nc23)cc1OC	30	6	-34	6
O=C(Nc1cccc(C(=O)N2CCCCCC2)c1)c1ccco1	21	-8	15	-8
CC1(C)CC(=O)C2=C(C1)N(Cc1ccccc1)C(=O)C2(NC(=O)C(C)(C)C)C(F)(F)F (stereo unspecified)	4	-10	13	-10
Fc1ccccc1CSc1nc2ccccc2[nH]1	18	10	-35	10
CS(=O)(=O)Nc1ccccc1C(=O)N1CCN(c2ccccc2)CC1	14	14	14	14
CCOC(=O)c1cccc(NC(=O)CCc2nc(-c3ccc(C)cc3)no2)c1	-8	5	-11	5
CCOc1ccc(C2Nc3cccc4cccc(c34)N2)cc1OC	20	12	21	12
CN(CC(=O)N1CCN(c2ccccn2)CC1)S(=O)(=O)c1cccc2nsnc12	-12	nt	13	0
CC(C)N(C(=O)CSc1nnc(Cn2nnc3ccccc32)n1C)C(C)C	14	3	27	3
O=C(Nc1nc2ccccc2[nH]1)c1ccc(F)cc1	44	4	13	4
CCn1c(SCC(=O)Nc2cc(NC(C)=O)ccc2OC)nnc1-c1cccnc1	-14	4	-3	4
Nc1nc(C(=O)N2CCOCC2)nn1S(=O)(=O)c1ccccc1	24	-3	-28	-3
COC(=O)C(O)(CC(=O)Nc1ccc(Cl)cc1F)C(F)(F)F (stereo unspecified)	3	-4	1	-4
Cc1cc(C)nc(SCC(=O)Nc2sc3c(c2C#N)CCC(C)C3)n1 (stereo unspecified)	0	-22	-5	-22
CC(C(=O)Nc1ccc2c(c1)OCO2)N(c1ccc(Cl)cc1)S(C)(=O)=O (stereo unspecified)	34	nt	nt	nt
CCOc1ccc(-c2nnn(CC(=O)c3ccc4c(c3)OCCO4)n2)cc1	11	nt	nt	nt
Cc1cccc(C(=O)Oc2csc(=S)n2C(=O)c2cccc(C)c2)c1	2	-42	6	-42
Nc1nnc(SCC(=O)c2ccccc2)s1	17	-23	3	-23
CCOC(=O)CSc1nc2ccc(C)cc2[nH]1	-17	nt	-5	0
CCOc1ccccc1NC(=O)C1CC(=O)n2ncnc2N1 (stereo unspecified)	36	22	15	22
COc1ccc(N2CC(C(=O)O)CC2=O)cc1 (stereo unspecified)	-8	15	-26	15
CCOC(=O)N1CCC(N(CCOC)C(=O)Nc2ccc(CC)cc2)CC1	23	-11	18	-11
CCOC(=O)c1[nH]c(C)c(C(=O)Nc2ccc3c(c2)OCCO3)c1C	23	7	5	7
C[C@H](Nc1ncnc2sc3c(c12)CCC3)C(=O)O	6	-24	28	-24
COCCCn1cnc2c(c1=O)c1nc3ccccc3nc1n2-c1ccccc1	10	19	25	19

Reformatted: 7 of the compounds above
Each structure is followed by: eIF2B yeast act, eIF2B yeast act mutant toxicity, Yeast tox, Yeast tox inhibition %
O=C(Nc1cccc(C(=O)N2CCCCCC2)c1)c1ccco1
 : 21, -8, 15, -8
CC1(C)CC(=O)C2=C(C1)N(Cc1ccccc1)C(=O)C2(NC(=O)C(C)(C)C)C(F)(F)F (stereo unspecified)
 : 4, -10, 13, -10
Fc1ccccc1CSc1nc2ccccc2[nH]1
 : 18, 10, -35, 10
CS(=O)(=O)Nc1ccccc1C(=O)N1CCN(c2ccccc2)CC1
 : 14, 14, 14, 14
CCOC(=O)c1cccc(NC(=O)CCc2nc(-c3ccc(C)cc3)no2)c1
 : -8, 5, -11, 5
CCOc1ccc(C2Nc3cccc4cccc(c34)N2)cc1OC
 : 20, 12, 21, 12
CN(CC(=O)N1CCN(c2ccccn2)CC1)S(=O)(=O)c1cccc2nsnc12
 : -12, nt, 13, 0

The listing picks up; the 2 compounds before the break are reprinted first.
SMILES	eIF2B yeast act	eIF2B yeast act mutant toxicity	Yeast tox	Yeast tox inhibition %
C[C@H](Nc1ncnc2sc3c(c12)CCC3)C(=O)O	6	-24	28	-24
COCCCn1cnc2c(c1=O)c1nc3ccccc3nc1n2-c1ccccc1	10	19	25	19
COC(=O)c1ccccc1NC(=O)c1noc2c1CCCC2	6	8	5	8
Cc1ccc(C(=O)O/N=C/C2=C(Cl)c3ccccc3CC2)cc1	6	12	-10	12
CCCCn1c(SCC(N)=O)nnc1-c1ccco1	-17	-2	5	-2
COc1ccc(-c2nc(C#N)c(N3CCN(c4cccc(Cl)c4)CC3)o2)cc1OC	18	11	-1	11
COc1cc(C(=O)Nc2ccccn2)cc(OC)c1OC	-3	nt	nt	nt
Cc1ccn2cc(CSc3ccccc3)nc2c1	nt	nt	28	9
CCN1CCN(Cc2c(C)[nH]c3ccc(C(=O)OC)cc3c2=O)CC1	20	4	5	4
CSc1nc(=O)n(-c2ccccc2)c(C)c1C(C)=O	13	-11	23	-11
CCCCOc1ccccc1C(=O)NCC(=O)O	24	-10	17	-10
CCC(C)NC(=O)CCC(=O)Nc1ccc2nc(N3CCOCC3)cc(C)c2c1 (stereo unspecified)	-29	17	4	17
O=C(CCC(=O)NC1CCCCCC1)Nc1nnc(C(F)(F)F)s1	0	-5	1	-5
CCON1C(=O)CN(C(=O)OC)C1c1ccc(Cl)cc1Cl (stereo unspecified)	-18	-7	10	-7
Cc1ccc2[nH]c(-c3ccccc3)cc(=O)c2c1	23	4	0	4
CCCCCC(=O)Nc1cc(N(C)C)nc2ccccc12	18	nt	13	0
CC1CC(c2ccccc2)n2nc(NC(=O)c3ccco3)nc2N1 (stereo unspecified)	22	-23	1	-23
COc1cc(NS(=O)(=O)c2ccc(NC(=O)CSC3=NCCS3)cc2)nc(OC)n1	29	-2	9	-2
CN1CCN(Cc2cccc(Oc3ccc(Cl)cc3)c2)CC1	21	nt	31	0
Cc1[nH]n(-c2cccc(Cl)c2)c(=O)c1-c1ccc(Cl)cc1	13	32	23	32
O=C(/C=C/c1ccccc1)N1CCN(C(=O)c2ccco2)CC1	6	-14	2	-14
O=C(NNC(=O)[C@@H]1CCCC[C@@H]1C(=O)O)c1cccs1	-4	-6	6	-6
CC1Cc2ccccc2N1C(=O)CSc1nc(-c2ccco2)cc(C(F)(F)F)n1 (stereo unspecified)	7	nt	nt	nt
COC(=O)c1oc2ccccc2c1N	nt	nt	5	28
CCCCOc1ccccc1N	-1	-24	-11	-24
CCN(CC)S(=O)(=O)c1ccc2nc(SC)sc2c1	0	35	18	35
Cc1oc2c(c1C(=O)Nc1ccc(C(=O)O)cc1)CCCC2	nt	nt	14	17
Continued:
SMILES	eIF2B yeast act	eIF2B yeast act mutant toxicity	Yeast tox	Yeast tox inhibition %
CCc1nnc(NC(=O)C2c3ccccc3Oc3ccccc32)s1	nt	nt	-9	-23
O=c1[nH]c(NC2CCCCC2)nnc1Cc1ccccc1	11	-5	16	-5
CC1(C)CC(=O)C2=C(C1)N(CCN1CCOCC1)C1=C(C(=O)CC(C)(C)C1)C2c1cccc(F)c1	-16	-23	13	-23
O=C(CCCSc1nc2sc3c(c2c(=O)[nH]1)CCC3)NCCO	-22	nt	-1	0
CCCS(=O)(=O)N1CCN(S(=O)(=O)c2ccccc2)CC1	nt	nt	2	0
CC(C)CN(CC(C)C)S(=O)(=O)N1CCC(C(=O)NCc2ccccn2)CC1	-7	17	16	17
O=C(Cn1cnc2c(nnn2Cc2ccc(F)cc2)c1=O)NC1CCCC1	nt	nt	-15	-11
Cc1cc(NC(=O)COC(=O)c2cccc(OCc3ccccc3)c2)no1	nt	nt	-12	0
O=C(CSc1ccccn1)Nc1ccc(Br)cn1	35	7	4	7
COC(=O)[C@H](C)NC(=O)NC(C)CCc1ccccc1 (stereo partly specified)	9	-17	10	-17
CC1(C)CC(=O)C2=C(C1)Oc1ncn(CCCn3ccnc3)c(=N)c1C2c1ccccc1 (stereo unspecified)	16	-11	1	-11
O=C(O)CC1SC(=Nc2cccc(O)c2)NC1=O (stereo unspecified)	18	12	11	12
CCOc1ccc2c(C)c(C)c(=O)oc2c1OCC	nt	nt	24	15
O=c1c2ccccc2nnn1CSc1nnc2ccccn12	4	10	4	10
CC1(C(=O)O)CC(C)(C(=O)O)CC(C)(C(=O)O)C1 (stereo unspecified)	24	7	2	7
CCc1ccc(-n2c(CSc3nnnn3-c3ccccc3)nc3ccccc3c2=O)cc1	nt	nt	-10	-10
CC(C)OP(=O)(OC(C)C)C(NC(=O)c1ccc(Br)cc1)c1ccccc1 (stereo unspecified)	16	-24	18	-24
O=C(CSc1nnc(-c2cccnc2)n1CCc1ccccc1)N1CCCCC1	7	-4	1	-4
CCOC(=O)CNC(=O)c1sc2ncnc(N3CCc4ccccc4C3)c2c1C	18	6	27	6
O=C(COc1ccc(Br)cc1)Nc1ccc(-c2nnc(-c3ccco3)o2)cc1	-7	-59	-69	-59
Cn1c(SCC(=O)NCc2cccs2)nnc1-c1ccncc1	31	-33	-10	-33
COc1ccc(NC(=O)C2CCCNC2)cc1OCC(C)C (stereo unspecified)	38	5	6	5
CC1=C(NCCc2ccccc2)CCC1=O	21	-15	14	-15
CCOC(=O)CS(=O)(=O)c1ccc2ccccc2c1	nt	nt	10	7
C=CCn1c(=N)c(C#N)cc2c(=O)n3ccccc3nc21	-22	nt	nt	nt
The listing continues.
SMILES	eIF2B yeast act	eIF2B yeast act mutant toxicity	Yeast tox	Yeast tox inhibition %
O=C(Nc1nc(-c2ccc(S(=O)(=O)N3CCCCCC3)cc2)cs1)c1ccccc1	17	3	-8	3
CNC(=O)c1sccc1S(=O)(=O)Cc1c(Cl)cccc1Cl	16	7	17	7
COC(=O)[C@@H](NC(=O)Nc1ccc2c(c1)OCCO2)C(C)C	19	nt	-7	0
COc1ccc(NC(=O)Cn2cnc3c(cnn3-c3ccc(C)c(C)c3)c2=O)c(OC)c1	3	-18	-24	-18
CCCNC(=O)CCC(NS(=O)(=O)c1ccc(C)cc1)C(=O)NCCC (stereo unspecified)	21	nt	nt	nt
COc1ccc(CCNC(=O)CSc2nc(C)nc3c2oc2ccccc23)cc1OC	20	nt	-3	0
O=C(CN1C(=O)NC2(CCc3ccccc32)C1=O)c1ccc2c(c1)OCCO2 (stereo unspecified)	-4	15	6	15
CCOC(=O)C1CCN(C(=O)COc2ccc(Cl)cc2)CC1	1	-5	14	-5
CCN1CNC(=S)N(c2cccc(C)c2C)C1	14	-31	20	-31
CC(C)CC(=O)Nc1cc(C(F)(F)F)ccc1N1CCOCC1	nt	nt	19	11
Cc1oc2nc(SCC(=O)NCCCO)nc(N)c2c1C	5	10	9	10
O=C(O)C1CC(=O)N(c2ccc(F)c(F)c2)C1 (stereo unspecified)	15	-29	-13	-29
CCn1nc(NC(=O)c2ccncc2)c2cc3ccc(C)cc3nc21	1	10	4	10
COc1ccccc1Nc1nc(=O)[nH]nc1C	nt	nt	3	9
CCC(=O)Nc1cc2nn(-c3ccc(OC)cc3)nc2cc1C	12	-4	-9	-4
CCCn1nnc(NC(=O)c2cc(Br)cc(Br)c2OC)n1	17	10	3	10
C=CCNc1nnc(C)c2ccccc12	15	nt	12	0
CCCCC1(C)NC(=O)c2c(C)sc(C(=O)OCC)c2N1 (stereo unspecified)	29	-10	-5	-10
CCOC(=O)c1sc2nc(N3CCOCC3)c3c(c2c1N)CCN(Cc1ccccc1)C3	nt	nt	-2	9
COC(=O)c1cc2ccsc2n1CC(=O)N(C)c1ccccc1	-24	nt	nt	nt
COc1ccccc1NC(=O)CCN1CC(C)OC(C)C1 (stereo unspecified)	27	12	-14	12
OC12CCCCC1C(c1ccc3c(c1)OCO3)N(Cc1ccc(F)cc1)CC2 (stereo unspecified)	22	-6	-2	-6
CCOC(=O)c1c(-c2ccncc2)csc1N	-2	-12	20	-12
CN1CC2(C)CN(C(c3ccccc3)c3ccccc3)CC(C)(C1)C2O (stereo unspecified)	24	5	-1	5
COc1ccc(C(=O)/C(=C/c2cccs2)c2nc3ccccc3o2)cc1	7	nt	4	0

Single records (already shown).
CCN1CNC(=S)N(c2cccc(C)c2C)C1 across the screens: eIF2B yeast act: 14; eIF2B yeast act mutant toxicity: -31; Yeast tox: 20; Yeast tox inhibition %: -31
CC(C)CC(=O)Nc1cc(C(F)(F)F)ccc1N1CCOCC1 across the screens: eIF2B yeast act: nt; eIF2B yeast act mutant toxicity: nt; Yeast tox: 19; Yeast tox inhibition %: 11

Continued:
SMILES	eIF2B yeast act	eIF2B yeast act mutant toxicity	Yeast tox	Yeast tox inhibition %
CCOC(=O)N1CCN(C(=O)C2CCN(S(=O)(=O)N(CC)CC)CC2)CC1	-8	nt	-11	0
O=C(CSc1nnc(-c2ccc(O)cc2)o1)N1CCOCC1	7	7	18	7
CC(C)CC(=O)Nc1nc2c(c(=O)[nH]1)CCCC2	19	8	32	8
O=C(O)c1[nH]c2ccc(Cl)cc2c1CC(=O)N1CCN(C(=O)c2ccco2)CC1	10	nt	11	0
c1ccc(Cc2nn3c(Cn4nnc5ccccc54)nnc3s2)cc1	20	10	7	10
COc1ccc(-c2oc(NC(=O)CSc3ncn[nH]3)c(C#N)c2-c2ccc(OC)cc2)cc1	nt	nt	15	13
Cc1ccc(CC(=O)Nc2ccccc2N2CCOCC2)cc1C	nt	nt	10	11
CN(C)c1ccc(C=Nc2cnn(C)c2C(N)=O)cc1	19	-14	7	-14
C(=N\c1nc2ccccc2n1CCN1CCCCC1)/c1cccs1	18	14	6	14
CCOC(=O)c1c(O)c2c([nH]c1=O)CCCC2	nt	nt	21	7
